Source: PubChem BioAssay (several laboratories)
Bim-Mcl-1: inhibitors of Bim-Mcl-1 interaction, human; Q07820; Bead-based flow cytometry, Bim peptide-Mcl-1 binding; inhibition, % at 10 µM; 190,000 tested, 0.1% active; AID 1009;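 further: 0% = no compound tracer wells and 100% = peptide blocker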
RGS4-Gao reg: modulates binding of RGS4 to human Galphao; 220,000 tested, 0.33% active; P09471; Multiplexed bead flow cytometry; actives lie on both sides; AID 1415; binding response (% of control), % at 10 µM; in the data active means binding response below about 49% or above about 150%; inactive means in between;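 further: fluorescent Galphao activated with aluminum fluoride binding bead-coupled RGS4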
Target sequence (P09471 whole entry, looked up): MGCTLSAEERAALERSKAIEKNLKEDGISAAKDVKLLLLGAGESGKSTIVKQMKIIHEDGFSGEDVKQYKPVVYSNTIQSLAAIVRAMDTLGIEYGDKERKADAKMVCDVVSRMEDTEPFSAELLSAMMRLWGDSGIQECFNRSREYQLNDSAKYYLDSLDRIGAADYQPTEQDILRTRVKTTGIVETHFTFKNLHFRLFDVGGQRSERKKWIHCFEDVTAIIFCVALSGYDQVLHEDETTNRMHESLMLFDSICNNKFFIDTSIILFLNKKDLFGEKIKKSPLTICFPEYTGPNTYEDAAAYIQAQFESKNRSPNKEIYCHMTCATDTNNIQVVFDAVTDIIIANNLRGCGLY
Bim-Bcl-B: disrupts Bim peptide binding to human Bcl-B; 190,000 tested, 0.073% active; bead-based flow cytometry; Q9HD36; AID 951; inhibition, % at 10 µM;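 further: 0% = tracer peptide without compound and 100% = reference inhibitor peptide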
Target sequence (Q9HD36 whole entry, looked up): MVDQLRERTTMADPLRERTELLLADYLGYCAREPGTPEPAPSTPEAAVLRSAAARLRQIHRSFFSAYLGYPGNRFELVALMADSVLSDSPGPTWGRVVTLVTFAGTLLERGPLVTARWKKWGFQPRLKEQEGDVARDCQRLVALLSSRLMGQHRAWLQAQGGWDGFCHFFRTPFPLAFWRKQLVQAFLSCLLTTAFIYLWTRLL
Bfl-1 Bim block: human Bim-Bfl-1 interaction inhibition | Q16548 | Bead-based flow cytometry, Bim-Bfl-1 binding inhibition | inhibition, % at 10 µM | 190,000 tested, 0.12% active;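 further: 0% = wells without compound plus tracer and 100% = blocker peptide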
Bim-Bcl-2: human Bim-Bcl-2 interaction inhibition; AID 950; 190,000 tested, 0.06% active; P10415; inhibition, % at 10 µM; Bead-based flow cytometry, Bim peptide-Bcl-2 binding; in the data active means inhibition above about 40%; inconclusive means no clear call, values can overlap the other calls;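 further: 0% = no compound wells with probe peptide and 100% = reference peptide inhibitor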
Target sequence (P10415 whole entry, looked up): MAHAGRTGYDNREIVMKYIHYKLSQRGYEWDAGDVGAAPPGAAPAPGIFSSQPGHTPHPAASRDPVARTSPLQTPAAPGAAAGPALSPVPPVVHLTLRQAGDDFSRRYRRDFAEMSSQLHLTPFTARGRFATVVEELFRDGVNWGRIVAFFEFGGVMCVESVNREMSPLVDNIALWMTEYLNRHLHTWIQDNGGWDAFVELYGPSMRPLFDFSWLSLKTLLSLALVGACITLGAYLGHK
Bcl-W Bim block: inhibitors of Bim-Bcl-W interaction, human | Q92843 | bead-based flow cytometry, Bim peptide-Bcl-W binding | inhibition, % at 10 µM | 190,000 tested, 0.02% active | AID 952;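 further: 0% = bound tracer without compound and 100% = peptide blocker; higher means less fluorescent Bim peptide bound to Bcl-W beads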
Target sequence (Q92843 whole entry, looked up): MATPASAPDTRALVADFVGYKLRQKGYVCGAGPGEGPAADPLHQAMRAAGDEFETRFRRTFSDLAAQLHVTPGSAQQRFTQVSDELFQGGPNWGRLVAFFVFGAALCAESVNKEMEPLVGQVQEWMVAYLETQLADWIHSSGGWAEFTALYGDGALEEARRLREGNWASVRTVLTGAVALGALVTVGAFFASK
RGS8-Gao reg: modulates binding of RGS8 to human Galphao. multiplexed bead flow cytometry; actives lie on both sides. response (percent of control binding), % at 10 µM. 220,000 tested, 0.34% active. AID 1423; in the data active means response below about 60% or above about 140%; inactive means in between;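 further: Galphao activated as the GDP aluminium fluoride complex binding bead-coupled RGS8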
RGS7-Gao: regulators of human RGS7-Galphao interaction; P09471; Multiplexed bead flow cytometry, RGS7-Galphao binding; actives lie on both sides; binding response (% of control), % at 10 µM; 220,000 tested, 0.35% active; in the data active means binding response below about 49% or above about 150%; inconclusive means no clear call, values can overlap the other calls; inactive means in between;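 further: fluorescent Galphao held in activated GDP-AlF4 state binding bead-coupled RGS7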
Bim-Bcl-XL: inhibitors of Bim-Bcl-XL interaction, human; Q07817; Bim peptide-Bcl-XL binding, bead flow cytometry, fluorescence; inhibition, % at 10 µM; 190,000 tested, 0.04% active; AID 1007
Mcl1-Bid inh: Mcl-1/Bid interaction inhibition; Q07820; TR-FRET Mcl-1/Bid-Dy647 peptide binding, 1536-well; inhibition, % at 21.7 µM; 220,000 tested, 0.97% active;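 active means compounds that cut the binding signal by more than half at the single screening dose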;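 further: His-tagged Mcl-1 with europium anti-His antibody binding Bid BH3 peptide; 0% = Mcl-1 plus peptide wells and 100% = peptide-only wells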
GSH fluor: compound fluoresces at 488/530 nm on GSH beads; GSH beads flow cytometry, compound fluorescence 488/530 nm; hits give high values; fluorescence (KMESF) at 10 µM; 190,000 tested, 0.25% active; in the data active means fluorescence above about 89;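 further: glutathione beads carrying GST-tagged Bcl family fusion proteins plus one bare bead set; values are compound well signal with DMSO vehicle wells as background; inactives centre near 16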
Numbers without * were called inactive; ? = inconclusive; [ ] = another dose, or the depositor's remark. Unless noted, no stated cut-off is given here; in the data, active means inhibition above about 40%.

SMILES	Bim-Mcl-1	RGS4-Gao reg	Bim-Bcl-B	Bfl-1 Bim block	Bim-Bcl-2	Bcl-W Bim block	RGS8-Gao reg	RGS7-Gao	Bim-Bcl-XL	Mcl1-Bid inh	GSH fluor
CCC/C=N/Nc1nc2ccccc2s1	0	102	0	-3	0	0	99	98	0	-9	13
Cc1c(CCOC(=O)c2cc([N+](=O)[O-])cc([N+](=O)[O-])c2)sc[n+]1CCCCS(=O)(=O)[O-]	0	99	-2	-2	-3	0	101	99	-2	-14	16
O=C(O)CSCC(=O)Nc1cccc2ccccc12	-1	101	0	-1	-3	1	100	102	0	0	13
CCOC(=O)Cc1cc(=O)[nH]c(/N=C(\N)Nc2ccc(C)cc2C)n1	2	95	0	0	0	0	97	102	-1	-2	8
COc1ccc(N2CCC(CNC(=O)Nc3ccc(OC)cc3OC)C2)cc1 (stereo not drawn)	-2	94	-18	8	1	-1	101	97	-1	-86	5
O=C(CC(=O)N/N=C/c1cccs1)NCc1ccccc1	-4	101	-4	-5	-5	-1	99	104	-4	-11	25
Nc1nnc(SCC(=O)Nc2ccc(S(=O)(=O)N3CCOCC3)cc2)s1	2	99	-7	-3	-2	-4	105	101	1	-2	32
COc1ccc(C(=O)C(C)Oc2cccc(NC(=O)c3cccc([N+](=O)[O-])c3)c2)cc1 (stereo not drawn)	-6	90	-8	-3	-6	-3	80	93	-8	8	14
CCOc1cc(C(=O)Nc2ccc(C)cc2C)ccc1OCC(=O)N1CCCCC1	-5	102	5	6	5	-1	100	104	-3	-10	17
C=CCn1cccc(C(=O)Nc2ccc(OC)cc2)c1=O	-2	97	-2	-6	-4	-1	99	?	-4	-26	16
O=C(Cc1ccc(NS(=O)(=O)c2ccc(F)cc2)cc1)NCc1ccccc1	-8	106	-1	-7	-12	0	109	112	-5	-7	27
O=C(CCS(=O)(=O)c1ccc(Br)cc1)N1CCN(c2ccccc2F)CC1	2	101	-5	-13	-6	2	100	100	-3	-10	24
CC1CCCN(CC(O)COCC2COc3ccccc3O2)C1 (stereo not drawn)	0	99	-8	-15	-8	0	100	101	-1	-3	31
CCOc1cc(Cl)c(NC(=O)c2ccco2)cc1OCC	-2	104	-3	-1	-3	-3	108	107	0	-25	7
CS(=O)(=O)N1CCCC(C(=O)NCCc2ccc(Cl)cc2)C1 (stereo not drawn)	-4	100	-4	-8	-9	1	92	108	-2	-32	15
CCc1cc2c(=O)[nH]c(-c3ccncc3)nc2s1	0	105	-2	4	1	-3	104	103	-2	12	8
Cc1c(/C=N/NC(=O)c2cccnc2)c2ccccc2n1Cc1ccccc1	-3	120	-12	-3	-2	-5	106	154*[activator]	-5	-20	22
O=C(CC(c1ccccc1)c1ccccc1)Nc1ncn[nH]1	-2	99	-7	-9	-2	0	101	100	-4	-33	28
O=C1CC(Nc2ccc(N3CCOCC3)cc2)C(=O)N1c1ccccc1 (stereo not drawn)	0	98	-1	6	0	1	99	100	0	-69	17
COc1ccc(OC)c(S(=O)(=O)NCCOC23CC4CC(CC(C4)C2)C3)c1	-4	102	-2	-2	-1	-5	105	103	-4	-4	7
N#CC1=C(N)OC2=C(CC/C2=C\c2ccc(F)cc2)C1c1ccc(F)cc1 (stereo not drawn)	-9	112	-11	-3	-3	-8	96	117	-5	50	18
CCCCN=C1C([N+](=O)[O-])=CC=C2C1=NC1(CCCCC1)N2O	-5	99	-7	0	0	-2	99	99	-5	-6	7
O=C(Nc1cccc(Cl)c1)Nc1nnc(CC2=CCCCC2)s1	-2	90	-9	-11	-6	-7	93	91	-6	-40	17
CCn1c(CCNC(=O)c2ccc(OC)cc2)nnc1SCc1ccc(Cl)cc1Cl	-3	102	-6	-21	-13	-3	103	99	-7	-2	9
O=C(c1ccc(COc2c(F)c(F)cc(F)c2F)o1)N1CCN(c2ccc(Cl)cc2)CC1	-4	103	-10	-17	-13	0	101	103	-9	-9	35

Laid out differently: two of the compounds above
Nc1nnc(SCC(=O)Nc2ccc(S(=O)(=O)N3CCOCC3)cc2)s1
- Bim-Mcl-1: 2
- RGS4-Gao reg: 99
- Bim-Bcl-B: -7
- Bfl-1 Bim block: -3
- Bim-Bcl-2: -2
- Bcl-W Bim block: -4
- RGS8-Gao reg: 105
- RGS7-Gao: 101
- Bim-Bcl-XL: 1
- Mcl1-Bid inh: -2
- GSH fluor: 32
COc1ccc(C(=O)C(C)Oc2cccc(NC(=O)c3cccc([N+](=O)[O-])c3)c2)cc1 (stereo not drawn)
- Bim-Mcl-1: -6
- RGS4-Gao reg: 90
- Bim-Bcl-B: -8
- Bfl-1 Bim block: -3
- Bim-Bcl-2: -6
- Bcl-W Bim block: -3
- RGS8-Gao reg: 80
- RGS7-Gao: 93
- Bim-Bcl-XL: -8
- Mcl1-Bid inh: 8
- GSH fluor: 14

Complete entries as entered above:
CCOc1cc(C(=O)Nc2ccc(C)cc2C)ccc1OCC(=O)N1CCCCC1 in the list: Bim-Mcl-1 = -5; RGS4-Gao reg = 102; Bim-Bcl-B = 5; Bfl-1 Bim block = 6; Bim-Bcl-2 = 5; Bcl-W Bim block = -1; RGS8-Gao reg = 100; RGS7-Gao = 104; Bim-Bcl-XL = -3; Mcl1-Bid inh = -10; GSH fluor = 17
CCOC(=O)Cc1cc(=O)[nH]c(/N=C(\N)Nc2ccc(C)cc2C)n1 in the list: Bim-Mcl-1 = 2; RGS4-Gao reg = 95; Bim-Bcl-B = 0; Bfl-1 Bim block = 0; Bim-Bcl-2 = 0; Bcl-W Bim block = 0; RGS8-Gao reg = 97; RGS7-Gao = 102; Bim-Bcl-XL = -1; Mcl1-Bid inh = -2; GSH fluor = 8

The listing continues.
SMILES	Bim-Mcl-1	RGS4-Gao reg	Bim-Bcl-B	Bfl-1 Bim block	Bim-Bcl-2	Bcl-W Bim block	RGS8-Gao reg	RGS7-Gao	Bim-Bcl-XL	Mcl1-Bid inh	GSH fluor
CN(Cc1ccc(F)cc1)C(=O)CCc1nnc(-c2ccccc2)o1	-1	101	-1	-5	-1	-1	106	105	-3	-25	18
CC(C)CC(c1nnnn1C(C)C)N1CCN(c2ccccc2)CC1 (stereo not drawn)	-3	92	1	0	0	0	101	98	1	-32	32
CCC(=O)N1CCc2cc(S(=O)(=O)NCCCN(CC)Cc3ccccc3)ccc21	-3	102	0	2	-3	-2	101	98	-2	-8	18
O=C(CN1C(=O)S/C(=C/c2cc(Br)cs2)C1=O)N1CCOCC1	-1	101	-10	-6	-7	-6	103	100	-10	-4	10
c1ccc(-c2cnnc(N3CCCCC3)n2)cc1	0	99	-3	-4	-4	0	107	101	0	4	30
Cc1cc(NC(=O)CSc2nc(C(C)C)nc3sc4c(c23)CCCC4)no1	0	102	-3	-12	-10	0	102	101	-3	17	30
CCOC(=O)c1c(C)[nH]c(C(=O)CN2CC(C)OC(C)C2)c1C (stereo not drawn)	-5	101	-10	-13	-7	-3	105	99	-7	-13	18
COc1ccccc1C(C)NC(=O)CCOc1cccc(C)c1 (stereo not drawn)	0	100	0	-2	1	2	98	99	-1	4	16
O=C(O)c1ccc(Cl)c(S(=O)(=O)N2CCCCCC2)c1	0	102	-8	-14	-13	1	102	99	-2	15	18
Cn1c(=O)[nH]c(=O)c2c1nc(NCCCO)n2CCOc1ccccc1	2	101	-1	-4	0	1	101	102	0	-55	23
COc1ccc[nH]c1=O	-1	102	-7	-13	-8	0	101	97	-18	-9	27
O=NC1=C(c2c(O)[nH]c3ccccc23)CCCC1	3	105	-6	-8	-7	1	108	98	1	-14	60
CC(C)COc1ccc(C(=O)NC(=S)Nc2ccc(CN3CCOCC3)cc2)cc1	-4	99	-6	-17	-12	-6	101	99	-3	-46	16
O=C(O)c1ccccc1C(=O)c1cccs1	-2	104	-7	-12	-7	-1	102	103	-6	6	17
Cc1ccc(S(=O)(=O)NCC(=O)N/N=C/c2ccc(Cl)cc2Cl)cc1	-3	84	1	0	2	0	80	80	-5	-20	12
CCn1c(C)c(C(C)=O)c(N2CCN(c3ccccn3)CC2)nc1=S	-4	102	-12	-17	-12	-3	100	95	-17	-15	26
CC(=O)OC[C@H]1O[C@@H](Sc2cccc3cccnc23)[C@H](OC(C)=O)[C@@H](OC(C)=O)[C@@H]1OC(C)=O	-2	101	-3	0	0	-2	103	102	-2	-2	5
CC1(C)CC(=O)C2=C(C1)NC(=O)CC2c1cccc(F)c1 (stereo not drawn)	0	97	-8	-14	-10	1	101	99	-6	-1	34
CC(C)(C)C1CCc2c(sc(N)c2C(N)=O)C1 (stereo not drawn)	-1	100	-14	-4	0	0	111	106	-4	-44	18
CCOc1ccc(-n2nnc3c(=O)n(C/C=C/c4ccccc4)cnc32)cc1	-4	100	-10	-13	-7	-1	102	103	-4	-13	25
Cc1ccc(/C=C2\CCC3=C2OC(N)=C(C#N)C3c2ccc(C)cc2)cc1 (stereo not drawn)	-15	117	-21	-29	-23	-11	105	117	-17	0	40
COc1ccc(Br)cc1C1N2CC3(C)CN1CC(C)(C2)C3=O (stereo not drawn)	-1	107	-3	-2	-1	-1	107	105	-2	-26	16
O=[N+]([O-])c1ccc(Nc2nc(N/N=C/c3cccc(F)c3)nc(N3CCCC3)n2)cc1	-7	95	-3	0	2	-8	108	106	-11	-8	18
Cn1cnc([N+](=O)[O-])c1Sc1ccccc1	5	103	0	-4	-10	5	104	103	-2	-6	7
COCC(=O)NC1CC2CCC(C1)N2C(=S)Nc1ccccc1C(=O)OC (stereo not drawn)	0	94	0	-4	-2	-3	97	94	-1	-29	14

(more compounds)
structure	Bim-Mcl-1	RGS4-Gao reg	Bim-Bcl-B	Bfl-1 Bim block	Bim-Bcl-2	Bcl-W Bim block	RGS8-Gao reg	RGS7-Gao	Bim-Bcl-XL	Mcl1-Bid inh	GSH fluor
CCOC(=O)CC1=CC(=O)Nc2ccccc2N1	1	97	2	0	1	0	98	99	1	-53	15
COc1ccc(CCNC2CC(=O)N(C)C2=O)cc1OC (stereo not drawn)	-9	98	-11	-22	-19	-7	98	101	-13	-6	26
CCOC(=O)c1ccc(NC(=O)C23CCC(C)(C(=O)O2)C3(C)C)cc1 (stereo not drawn)	-4	96	-3	-4	8	-3	98	95	-1	0	16
COc1ccc(C(=O)c2c[nH]c(C(=O)NCCCn3ccnc3)c2)cc1	-4	106	-8	-5	-5	-3	126	103	-1	9	12
CCOc1ccc(NC2=NCC(=O)N2Cc2cccs2)cc1	-2	93	0	-4	-6	-3	101	95	-2	-11	10
CC(=O)OCC(=O)NCc1ccc2c(c1)OCO2	-1	105	-6	-11	-8	1	103	106	-23	-14	46
